SSB-PriA inh – inhibitors of Klebsiella pneumoniae PriA binding to SSB C-terminal tail, primary screen, biochemical, AlphaScreen; inhibition, % at 33 µM; AlphaScreen SSBct-PriA binding, biotinylated peptide; PriA–SSB C-terminal tail interaction (Klebsiella pneumoniae); hit rate 0.6% among 430,000; in the data active means inhibition mostly above about 37%, no sharp cut-off; inactive means mostly below about 20%;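 further: plate controls were negative control peptide for no effect and reference peptide for full effect; strong numbers were not always called active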
CCHFV vOTU inh – CCHFV vOTU protease inhibitors, primary screen, biochemical, Pep-AMC substrate, fluorescence. inhibition, % at 11.5 µM. hit rate 0.55% among 370,000; in the data active means inhibition above about 30%; further: 0% = vehicle wells with enzyme and 100% = no enzyme wells
PrPC TRFRET – inhibitors of human cell surface prion protein PrPC, primary screen, cell-based, TR-FRET; inhibition, % at 13.8 µM; TR-FRET read-out; Major prion protein (Homo sapiens), P04156; AID 720596, 2013; hit rate 0.43% among 370,000; in the data active means inhibition above about 24%; further: 0% = median of the test wells and 100% = reference compound wells
3CLpro inhibitor – SARS-CoV 3CLpro protease inhibitors, primary screen, biochemical, quenched FRET; Replicase polyprotein 1ab (Severe acute respiratory syndrome coronavirus), P0C6X7; AID 1706, 2009; hit rate 0.14% among 290,000; inhibition, % at 6 µM; recombinant SARS-CoV 3CLpro, quenched FRET peptide cleavage; in the data active means inhibition above about 12%
VHR inh abs – VHR1 phosphatase inhibitors, primary screen, biochemical, absorbance, uHTS. Dual specificity protein phosphatase 3 (Homo sapiens), P51452. hit rate 0.52% among 290,000. AID 1654, 2009. inhibition, % at 13.3 µM. recombinant VHR phosphatase, pNPP absorbance; in the data active means inhibition above about 50%; further: some compounds called inactive have numbers as strong as hits
Target sequence (P51452 whole entry, looked up): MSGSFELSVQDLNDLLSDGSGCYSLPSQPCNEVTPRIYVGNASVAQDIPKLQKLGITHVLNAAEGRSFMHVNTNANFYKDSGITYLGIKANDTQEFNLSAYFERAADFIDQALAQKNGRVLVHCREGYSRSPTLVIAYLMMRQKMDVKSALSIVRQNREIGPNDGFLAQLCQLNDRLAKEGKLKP
Yp Topo-I inh – Yersinia pestis topoisomerase I inhibitors, primary screen, biochemical, cleavage product accumulation, plate reader, single point. Y. pestis Topo-I cleavage product accumulation. hit rate 0.064% among 360,000. activity, % at 10 µM. DNA topoisomerase I (Yersinia pestis CO92); in the data active means activity above about 50%, passing the limit was not always enough; further: inactives centre near 2
TcdB GH inh – TcdB glycohydrolase inhibitors, primary screen, biochemical, single point, plate reader; hit rate 0.24% among 350,000; AID 652162, 2013; TcdB glycohydrolase enzymatic assay; inhibition, % at 9.99 µM; Toxin B (Clostridioides difficile), P18177; in the data active means inhibition above about 10%
Rv3671c protease – Rv3671c serine protease inhibitors, primary screen, biochemical, fluorescence polarization, M. tuberculosis H37Rv. inhibition, % at 5.96 µM. hit rate 0.048% among 320,000. AID 2606, 2010; in the data active means inhibition above about 38%;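 further: extracellular domain of Rv3671c used as enzyme; 0% = enzyme with DMSO and 100% = no enzyme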
Target sequence (P9WHR9 whole entry, looked up, the tested form may be a part): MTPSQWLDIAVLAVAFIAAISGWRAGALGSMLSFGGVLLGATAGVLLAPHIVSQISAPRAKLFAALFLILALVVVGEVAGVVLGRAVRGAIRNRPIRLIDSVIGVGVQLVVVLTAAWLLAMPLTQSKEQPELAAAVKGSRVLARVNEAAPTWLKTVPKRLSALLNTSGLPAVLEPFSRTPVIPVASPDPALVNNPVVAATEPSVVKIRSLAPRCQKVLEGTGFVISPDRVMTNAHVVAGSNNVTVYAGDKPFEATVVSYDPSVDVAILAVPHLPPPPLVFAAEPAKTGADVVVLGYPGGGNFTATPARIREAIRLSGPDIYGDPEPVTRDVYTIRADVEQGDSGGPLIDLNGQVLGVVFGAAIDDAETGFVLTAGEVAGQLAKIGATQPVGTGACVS
BH1578 lux ind – inducers of Vibrio cholerae quorum light production without autoinducers, primary screen, BH1578 luxS cqsA deficient, single point; V. cholerae BH1578 lux reporter, luminescence, 6 h; activation, % at 18.7 µM; hit rate 0.16% among 350,000; in the data active means activation mostly above about 9.7%, no sharp cut-off; further: not every result past the cut was called active; inactives centre near 0; reference of the scale not given here
MazEF act – activators of E. coli MazEF toxin-antitoxin RNase, primary screen, biochemical, fluorescence, uHTS | activation, % at 20 µM | FAM/BHQ RNA-DNA oligo cleavage fluorescence, 5 h | hit rate 0.32% among 350,000 | AID 504720, 2011 | Endoribonuclease toxin MazF (Escherichia coli (strain K12)), P0AE70; in the data active means activation above about 50%
Target sequence (P0AE70 whole entry, looked up): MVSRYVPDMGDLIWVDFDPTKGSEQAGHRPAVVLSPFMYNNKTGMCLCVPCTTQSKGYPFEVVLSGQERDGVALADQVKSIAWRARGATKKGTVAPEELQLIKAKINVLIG
* marks the source's active call; other numbers are inactive results; i = inactive; · = not tested or not shown; & = joins results of further samples. Only part of the results is shown, so the mix of outcomes need not match the whole.

SMILES	SSB-PriA inh	CCHFV vOTU inh	PrPC TRFRET	3CLpro inhibitor	VHR inh abs	Yp Topo-I inh	TcdB GH inh	Rv3671c protease	BH1578 lux ind	MazEF act
Clc1ccccc1CN1CCSCC1	-24	-2	10	-2	10	6	0.8	1	3.8	15
Cn1c(=O)oc2cc(S(=O)(=O)Nc3ccc4c(c3)OCO4)ccc21	4	-7	0	1	17	2	·	7	i	3
CCCc1cc2c(=O)c(-c3cscn3)c(C(=O)OCC)oc2cc1O	-9	13	4	-4	0	-3	1.6	-9	-0.4	-12
Cn1cccc1C(=O)N/N=C/c1c(Cl)cccc1Cl	·	7	-5	0	-2	-5	0.0	-5	i	-3
CC(=O)NC1=NN(C(C)=O)C(C)(c2ccc3ccccc3c2)S1 (configuration not stated)	6	1	-1	-4	-1	-2	6.7	1	-0.2	-3
Cc1cc(=O)n2[nH]c(SCc3ccccc3Cl)nc2n1	-14	-1	7	0	10	1	-2.1	3	-0.5	6
Cc1noc(C)c1CSc1nc2sc(C)c(C)c2c(=O)n1C1CCCC1	-6	2	-2	5	-1	7	1.5	-1	0.4	7
c1ccc(COC2CCCN(Cc3nc(-c4cnccn4)no3)C2)cc1 (configuration not stated)	-2	-14	5	-4	18	-7	-0.2	13	-0.3	2
O=C(O)C1CC(=O)N(c2ccc(F)c(F)c2)C1 (configuration not stated)	-8	10	2	1	-15	-1	·	-6	i	-8
COc1ccc(-c2csc3nc(C(C)C)oc(=O)c23)cc1OC	-3	-3	-2	2	26	7	-1.1	5	-0.2	10
O=C(NC(=S)Nc1cccc2c(O)cccc12)c1ccccc1[N+](=O)[O-]	10	20	0	1	10	-19	0.5	14	-0.6	12
O=C(O)CSc1nnnn1C1CCCCC1	-14	6	-4	-1	15	3	0.9	3	-0.5	7
COc1cc(NC(=O)c2[nH]c(C)c(C(C)=O)c2C)cc(OC)c1OC	12	-13	6	1	22	-5	0.3	-7	-0.3	6
COc1ccc(C(C)(O)c2nc(-c3cnc4ccccc4c3)cs2)cc1 (configuration not stated)	·	20	-8	·	·	-12	1.1	·	-0.3	·
CCNS(=O)(=O)c1ccc(CCC(=O)NCc2ccc3c(c2)OCO3)cc1	2	-6	0	6	4	1	0.5	5	i	4
O=C(Nc1ccc(F)cc1)c1nc[nH]c1C(=O)O	-3	-19	6	0	·	-4	-11	-5	-1.9	0
Brc1nc(Br)n(Cc2ccccc2)n1	-6	10	-5	5	18	-12	0.3	6	4.2	-4
CC(C)CCC(C(=O)O)C(C)CC(=O)NNC(=O)c1ccco1 (configuration not stated)	0	5&-12	8&-2	2&1	21&4	5&-4	-10&0.9	-7&5	-0.2	-1&2
O=C(NC[C@@H]1CCCO1)c1cccc2c1C(=O)c1ccc(Cl)cc1S2(=O)=O	-6	10	-39	·	·	1	1.1	-5	-7.1	-3
CCN1CNC(=S)N(c2cccc(C)c2C)C1	-13	-6	-3	-3	29	-6	·	7	i	-6
CN1CCCC1CCNC1C2CC3CC(C2)CC1C3 (configuration not stated)	41*	-3	-3	0	26	-4	·	-9	i	0
CC(C)CC(=O)Nc1cc(C(F)(F)F)ccc1N1CCOCC1	-5	-5	2	2	33	-4	·	3	i	-8
Cc1ccnc(NC(=O)c2ccc(C(=O)c3ccccc3)cc2)c1	-2	2	9	·	·	1	-0.4	-2	i	-9
Cc1ccc(S(=O)(=O)NC(=O)COc2ccccc2C)c(C)c1	-3	12	5	0	23	-1	-0.9	2	i	-7
O=C(Nc1ccccc1)C1CCCCN1S(=O)(=O)c1ccccc1 (configuration not stated)	4	-1	3	-1	22	5	0.1	-15	-0.3	0

An excerpt from above in order of length of the SMILES, rising:
SMILES	SSB-PriA inh	CCHFV vOTU inh	PrPC TRFRET	3CLpro inhibitor	VHR inh abs	Yp Topo-I inh	TcdB GH inh	Rv3671c protease	BH1578 lux ind	MazEF act
O=C(Nc1ccccc1)C1CCCCN1S(=O)(=O)c1ccccc1 (configuration not stated)	4	-1	3	-1	22	5	0.1	-15	-0.3	0
CC(=O)NC1=NN(C(C)=O)C(C)(c2ccc3ccccc3c2)S1 (configuration not stated)	6	1	-1	-4	-1	-2	6.7	1	-0.2	-3
Cc1noc(C)c1CSc1nc2sc(C)c(C)c2c(=O)n1C1CCCC1	-6	2	-2	5	-1	7	1.5	-1	0.4	7

More records follow.
SMILES	SSB-PriA inh	CCHFV vOTU inh	PrPC TRFRET	3CLpro inhibitor	VHR inh abs	Yp Topo-I inh	TcdB GH inh	Rv3671c protease	BH1578 lux ind	MazEF act
CCCOC1CCCN(C(=O)c2cc(COc3ccc(F)c(F)c3)on2)C1 (configuration not stated)	-15	-4	-1	6	10	21	1.4	1	i	-9
CC1CC(C)CN(c2nc(N(C)c3ccccc3)nc(N)c2[N+](=O)[O-])C1 (configuration not stated)	11	6	-9	3	21	41	0.2	11	-0.5	0
COc1ccc(S(=O)(=O)N2CCC(C(=O)NCCC(=O)Nc3ccc(Cl)cc3)CC2)cc1	-4	4	-5	-6	57*	10	1.0	-7	i	55*
CCN(CC)S(=O)(=O)c1ccc(OC)c(NC(=O)c2cc3c(=O)n4ccccc4nc3s2)c1	-6	1	1	3	12	1	-0.4	-5	-0.3	32
COC(=O)CSc1nc(C)c2c(n1)CCCC2	4	0	1	-3	9	4	1.7	-7	-0.2	-2
CCOc1ccc(N/C=C/C(=O)c2ccc(C)cc2)c([N+](=O)[O-])c1	·	9	1	-1	10	-8	·	-2	i	39
CCCCn1c(N)c(Sc2ccccc2)c(=O)[nH]c1=O	-23	0	-2	5	19	-10	·	5	-0.1	9
CC(=O)OCC(=O)c1c[nH]c2ccccc12	0	6	5	-1	9	-6	-4.7	2	-0.5	-4
N=C(N1CCCc2ccccc21)N1CCCc2ccccc21	1	14	2	·	·	3	0.9	·	-3.4	2
O=c1c(-c2ccc(Cl)cc2)c[nH]n1-c1ccccc1	-24	9	-3	1	2	-2	0.9	-6	i	-1
COCCCn1c(N)c(-c2nc3ccccc3n2C)c2nc3ccccc3nc21	-92	4	-6	1	21	21	·	-5	-0.5	-9
CC(=O)Nc1ccc2c(CSc3nnc(N)s3)cc(=O)oc2c1	0	-7	-9	1	-26	5	-0.1	-8	0.1	-4
O=C(NCc1cccnc1)NC1(C(F)(F)F)Oc2ccc(Cl)cc2O1 (configuration not stated)	-5	·	·	-3	19	-4	·	4	-0.2	1
O=C(c1ccc(C(F)(F)F)cc1)C1CCCN(C(=O)CCn2cncn2)C1 (configuration not stated)	3	9	2	1	18	5	0.5	-4	i	-1
CCCCCc1cc(=O)oc2c(C(CCN(CC)CC)c3ccc(N(C)C)cc3)c(OC)cc(OC)c12 (configuration not stated)	67*	15	-17	·	-17	-6	-1.6	5	0.0	-10
O=C(OCCOc1cccc(Cl)c1)C1CCN(S(=O)(=O)c2ccccc2)CC1	-11	1	3	2	24	-7	0.4	3	-1.0	0
CC(C)CNC(=S)NNC(=O)c1csc2c1CCCC2	7	-1	0	2	7	10	·	-1	i	3
CC(C)(C)NC(=O)NC(=O)CN1C(=O)NC(c2ccccc2)(c2ccccc2)C1=O	-7	12	-5	3	12	18	1.0	-10	i	9
Cc1ccc(-c2nnn(CC(=O)N3CCCCC3)n2)o1	-1	7	-10	-8	3	7	2.4	-4	i	1
COCCNC(=O)C1CCCN(S(=O)(=O)c2ccc3c(c2)CC(C)N3C(=O)C2CC2)C1 (configuration not stated)	-8	-4	0	1	6	-2	-0.7	-6	-0.2	6
CCCOc1ccc(C2=CSC3=NCCN23)cc1Cl	8	10	-15	0	18	0	3.1	-1	-1.9	-14
COc1cccc(-n2ccnc2SCC(=O)NCc2ccccc2)c1	7	-4	2	3	15	1	·	3	25*	10
CC(C)(C)NC(=O)NC(=O)COC(=O)CCC1CCCC1	-9	28	-2	5	-1	26	-0.5	10	-0.4	16
CCCCn1c(-c2ccccc2C)nc2cc3[nH]c(=O)c(C(C)C)nc3cc21	-30	-5	3	-4	24	21	11*	6	8.3	-20
O=S(=O)(Cc1cc(NCc2ccccc2)nc(-c2ccccn2)n1)c1ccccc1	-7	-6	2	4	23	19	1.3	-2	-0.8	-1

The last 2 compounds of the section before come first, to join the parts:
SMILES	SSB-PriA inh	CCHFV vOTU inh	PrPC TRFRET	3CLpro inhibitor	VHR inh abs	Yp Topo-I inh	TcdB GH inh	Rv3671c protease	BH1578 lux ind	MazEF act
CCCCn1c(-c2ccccc2C)nc2cc3[nH]c(=O)c(C(C)C)nc3cc21	-30	-5	3	-4	24	21	11*	6	8.3	-20
O=S(=O)(Cc1cc(NCc2ccccc2)nc(-c2ccccn2)n1)c1ccccc1	-7	-6	2	4	23	19	1.3	-2	-0.8	-1
Cc1oc2nc(SCC(=O)NCCCO)nc(N)c2c1C	-7	-4	-4	-1	23	7	·	-4	-11	-3
CN(C)/C=N/NC(=O)c1ccc(Cl)cc1	·	-6	4	6	9	-2	0.0	2	-0.4	4
CCOC(=O)c1ccc(OCC2NCCc3cc(OC)c(OC)cc32)cc1 (configuration not stated)	-1&11	3	-3	-9	18	5	1.4	-4	-7.1	7
CCOC(=O)C1(C(=O)OCC)COC(=O)C2(CC)OC21 (configuration not stated)	-5	5	-6	·	·	3	-1.5	·	-1.9	5
CCOC(=O)c1cc2cc([N+](=O)[O-])ccc2oc1=O	-5	-18	-6	-2	1	6	0.9	0	-0.7	10
CCN1C(=O)CS/C1=N\S(=O)(=O)c1ccccc1	·	-9	2	-1	4	-1	0.4	-3	-0.3	2
O=C(NNc1ncc(C(F)(F)F)cc1Cl)c1ccc(Cl)c(Cl)c1	3	11	7	-3	18	-3	0.9	-8	i	10
CCCCCCc1c(O)c2ccccc2[nH]c1=O	-4	-2	3	-5	-9	-3	·	3	-0.2	-1
CCN1C(=O)[C@H]2[C@@H](c3ccc(SC4CCCCC4)c(OC)c3)N[C@@](Cc3ccccc3)(C(=O)OC)[C@H]2C1=O	-53	-2	-6	·	·	-4	0.0	2	i	-10
CN(C)S(=O)(=O)n1cnc([C@@H]2[C@H]3C(=O)OC[C@@H]3C[C@@]23N=CN(Cc2ccccc2)C3=O)c1	-15	1	1	·	·	-3	0.4	-2	i	3
Cc1cc(NC(=O)CSc2nc(C)c(C)c(=O)[nH]2)no1	-15	-1	5	·	·	-7	1.2	-2	-0.3	-2
CCOC(=O)c1nn(-c2ccc(Br)cc2)cc1C(=O)c1cccc2ccccc12	2	-2	-4	1	6	2	·	0	i	-9
Cc1ccc(S(=O)(=O)NC(C)CCc2ccccc2)cc1C(N)=O (configuration not stated)	-9	-1	4	2	24	2	1.1	-1	-0.3	4
O=C(CCS(=O)(=O)Cc1ccccc1)NCC1CCCO1 (configuration not stated)	6	-18	-7	-2	0	5	·	7	i	-9
COc1cc(OC)cc(C(=O)NCCN2C(=O)S/C(=C\c3cccs3)C2=O)c1	-5	10	5	3	30	19	·	-4	-0.4	-12
CCCCC1(C)NC(=O)c2c(C)sc(C(=O)OCC)c2N1 (configuration not stated)	-3	-16	10	-3	9	12	·	-1	-0.4	-5
COc1ccc2c(c1)C(=O)Cc1ccccc1O2	-11	2	4	·	·	-6	-0.6	4	-0.5	2
N#CCC(=O)Nc1ccc(C(=O)NCC2(N3CCOCC3)CCCCC2)cc1	0	2	-1	·	·	-3	0.2	-8	i	2
CCOc1ccccc1OCC(=O)NCc1ccco1	-3	19	7	-3	-8	10	-0.3	-3	-4.5	-7

Some entries already given, showing only BH1578 lux ind, Rv3671c protease and MazEF act.
molecule,BH1578 lux ind,Rv3671c protease,MazEF act
CN(C)S(=O)(=O)n1cnc([C@@H]2[C@H]3C(=O)OC[C@@H]3C[C@@]23N=CN(Cc2ccccc2)C3=O)c1,i,-2,3
Cc1cc(NC(=O)CSc2nc(C)c(C)c(=O)[nH]2)no1,-0.3,-2,-2
